Screening data from PubChem BioAssay.
HIV fusion peptide: cell-free HIV fusion peptide-binding blockers – biochemical, uHTS, fluorescence dequenching, primary screen (AID 1986) | 0.3% of 290,000 active | cell-free peptide binding, fluorescence dequenching, 30 min; higher % means a stronger effect | inhibition, % at 20 µM; hits with a dose series show IC50 in µM; in the data active means inhibition mostly above about 52%, no sharp cut-off; inactive means mostly below about 76%; further: some results filed as inactive read as strong as hits
NTR1 ag: NTR1-driven beta-arrestin-GFP spot formation – imaging, U2OS cells, high content, primary screen (AID 493036); P30989; 0.17% of 330,000 active; agonist mode; activation, % at 20 µM;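 active means activation at or above 40% of the spot to cytoplasm intensity ratio, with at least 20 cells analyzed; inconclusive means wells under 20 cells, flagged as cytotoxic or low count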;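 further: 0% = DMSO without peptide and 100% = 100 nM NTR1 peptide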
Target sequence (P30989 whole entry, looked up): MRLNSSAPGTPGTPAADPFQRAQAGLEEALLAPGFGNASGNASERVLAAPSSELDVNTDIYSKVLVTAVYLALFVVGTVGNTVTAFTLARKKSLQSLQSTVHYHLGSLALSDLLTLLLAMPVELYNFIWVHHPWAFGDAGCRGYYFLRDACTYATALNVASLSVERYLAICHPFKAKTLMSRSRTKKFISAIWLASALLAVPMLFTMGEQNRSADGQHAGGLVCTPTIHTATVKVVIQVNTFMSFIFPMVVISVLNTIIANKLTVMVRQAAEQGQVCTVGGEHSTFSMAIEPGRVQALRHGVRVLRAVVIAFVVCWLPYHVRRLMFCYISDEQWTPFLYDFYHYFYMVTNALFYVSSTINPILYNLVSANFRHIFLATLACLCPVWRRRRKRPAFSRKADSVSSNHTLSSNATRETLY
SIAH1 antagonists: Siah-1 peptide-binding antagonists, primary screen, biochemical, fluorescence polarization, rhodamine-plectin, uHTS (AID 1817); Siah-1 / rhodamine-plectin peptide fluorescence polarization; higher % means a stronger effect; displacement, % at 20 µM, or IC50 in µM where a hit was titrated; 0.02% of 290,000 active;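 active means displacement of at least 50% at 20 µM, with a fluorescence ratio check between 0.3 and a set limit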;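 further: plate controls were Siah plus tracer with DMSO for no effect and tracer alone without Siah for full effect; strong numbers were not always called active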
GPR35 arrestin U2OS: GPR35 antagonists blocking zaprinast-driven arrestin recruitment, primary screen, imaging, U2OS, beta-arrestin-GFP, zaprinast agonist (AID 2058); U2OS GPR35 beta-arrestin-GFP translocation imaging, zaprinast antagonism; higher % means a stronger effect; one-dose inhibition, % at 10 µM; IC50 in µM for titrated hits; 0.052% of 290,000 active;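 active means inhibition of at least 50% with at least 30 cells and total cytoplasm GFP at most 10,000,000; inconclusive means under 30 cells or total GFP of 10,000,000 plus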
GPR55 activation: selective activators of receptor GPR55 – imaging, U2OS cells, beta-arrestin-GFP redistribution, primary screen (AID 1961); U2OS GPR55 beta-arrestin-GFP redistribution imaging; higher % means a stronger effect; one-dose activation, % at 10 µM; EC50 in µM for titrated hits; 0.048% of 290,000 active;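 active means activation above 40% with more than 50 cells counted in the well; inconclusive means wells holding fewer than 50 cells, flagged as toxic or sparse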;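 further: U2OS osteosarcoma cells stably expressing GPR55 and beta-arrestin-GFP; plate controls were DMSO negative control for no effect and LPI positive control for full effect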
GPR55 antagonists: GPR55 antagonists blocking LPI-driven arrestin recruitment, primary screen, imaging, U2OS, beta-arrestin-GFP, LPI agonist (AID 2013) | U2OS GPR55 beta-arrestin-GFP translocation imaging, LPI antagonism; higher % means a stronger effect | one-dose inhibition, % at 10 µM; IC50 in µM for titrated hits | 0.13% of 290,000 active;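 active means spots per cell inhibited over 60%, with over 100 cells counted and total cytoplasm intensity under 500,000; inconclusive means wells with under 100 cells, flagged as likely toxic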;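 further: U2OS cells stably carrying GPR55 and arrestin-GFP stimulated by 5 µM LPI near EC80; imaged beta-arrestin-GFP aggregate spots per cell after agonist stimulation; plate controls were LPI-stimulated DMSO wells for no effect and DMSO wells without LPI for full effect; some results filed as inactive read as strong as hits; confirmed hits need IC50 under 10 µM and bright autofluorescent wells are also inconclusive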
UTI89 phage lysis: inhibition of K1F phage lysis, E. coli UTI89, bacterial capsule biogenesis inhibitors, alamar blue (AID 488966); E. coli UTI89 K1F phage lysis, alamar blue, 2 h; higher % means a stronger effect; one-dose inhibition, % at 100 µM; IC50 in µM for titrated hits; 0.02% of 340,000 active;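 active means phage lysis inhibition, versus mean bacterial control, above a set limit; inconclusive means no clear call, values can overlap the other calls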;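 further: capsule biogenesis inhibitors block K1F phage lysis so surviving cells raise fluorescence; higher fluorescence means more inhibition of phage lysis; actives were called in the ten point dose series up to 300 µM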
AID2073: disruptors of CaV2.2 binding to Mint1 – biochemical, HTRF (AID 2073). HTRF protein-protein interaction, Mint1-CaV2.2; higher % means a stronger effect. inhibition, % at 20 µM, or IC50 in µM where a hit was titrated. 0.19% of 290,000 active; in the data active means inhibition mostly above about 51%, no sharp cut-off; inconclusive means no clear call, values can overlap the other calls; inactive means mostly below about 53%; further: some results filed as inactive read as strong as hits
NS5 inhibitors: flavivirus cap methylation enzyme inhibition – biochemical, confirmation dose response, primary screen (AID 588689); 0.3% of 340,000 active; one-dose inhibition, % at 25 µM; IC50 in µM for titrated hits; Dengue-2 NS5 methyltransferase capping enzyme assay, biochemical; higher % means a stronger effect; in the data active means a potency from the dose series; inconclusive means inhibition above about 29% without an active follow-up result
NTR1 ag cell count 20 µM: further read-out of NTR1 ag, marked with its call; cell count; measured here: cell count, cytotoxicity flag
NS5 inhibitors pilot replicate: second read-out of NS5 inhibitors, no call of its own (marks repeat the call); inhibition, %; measured here: pilot screen replicate inhibition
Starred values were filed as active, the others as inactive; u = inconclusive; x = no result given; [ ] = dose if it differs, or a comment. Not a hit list, and some 1.2% of all compounds hit somewhere here.

SMILES | HIV fusion peptide | NTR1 ag | NTR1 ag cell count 20 µM | SIAH1 antagonists | GPR35 arrestin U2OS | GPR55 activation | GPR55 antagonists | UTI89 phage lysis | AID2073 | NS5 inhibitors | others
COc1ccc(Cc2nc3ccc(C(=O)NCc4cc(C)no4)cc3o2)cc1OC | -1.1% | 1.5 | 54 | 12% | -2% | 0.4% | -6% | 1.1%[50 µM] | 10% | -5%
COc1ccc(Cl)cc1NC(=O)C12CCC(C)(C(=O)O1)C2(C)C (configuration not stated) | -2.2% | 1.6 | 62 | 7% | 10% | -0.2% | 4% | 1.1% | -3% | -7%
CN(CC(=O)OCC(=O)NCC(F)(F)F)S(=O)(=O)c1ccc(Cl)cc1 | 1.3% | 1.0 | 53 | 1% | -6% | -0.4% | 4% | 0.0% | 7% | -4%
CC(=O)Nc1ccc(S(=O)(=O)NC(CSc2ccc(C(=O)O)cc2[N+](=O)[O-])C(=O)O)cc1 (configuration not stated) | 7.2% | -0.2 | 92 | 4% | -54% | 0.0% | 4% | 0.2% | 6% | 7%
Cc1cc(/C=C2\C(=N)N3N=C(c4ccco4)SC3=NC2=O)c(C)n1Cc1ccccc1 | 64% | 0.2 | 42 | 3% | -9% | -0.2% | -1% | 0.0% | 45% | 0%
CCOC(=O)c1[nH]cnc1C(=O)Nc1ccc(Cl)cc1 | 1.1% | 2.0 | 32 | 2% | 2% | 0.2% | 9% | 1.4% | 7% | -1%
CC1CCCCC12NC(=O)N(CC(=O)Nc1ccccc1N1CCOCC1)C2=O (configuration not stated) | 0.6% | -0.1 | 55 | 6% | 13% | 0.1% | -2% | -0.5% | -4% | -11%
Cc1cccc(NC(=O)c2sc(NC(=O)c3ccco3)c(C#N)c2C)c1C | 2.1% | -0.1 | 61 | 1% | 8% | 0.0% | 29% | 1.5% | 4% | -6%
O=C(CSc1cn(CC(=O)N2CCCCCC2)c2ccccc12)NCC1CCCO1 (configuration not stated) | 13% | 3.5 | 44 | -4% | -2% | -0.3% | 11% | 0.1% | 8% | 7%
COc1ccc(CN2C(=O)NC3(CCCCCC3)C2=O)cc1F | 7.0% | 0.0 | 87 | -4% | 11% | -0.2% | -9% | -0.2% | -3% | 2%
N#CCC(CNc1ncc(C(F)(F)F)cc1Cl)OC(=O)c1ccc(Cl)cc1 (configuration not stated) | 0.9% | 8.4 | 61 | 3% | -5% | -0.1% | 11% | 6.0% | -8% | -4%
Cc1cnc(NC(=O)CSc2c(Cl)cccc2Cl)s1 | -0.4% | 0.2 | 41 | -7% | -6% | -0.1% | -6% | 0.3% | -6% | -8%
CC(=O)c1ccc(-n2c(C)ccc2-c2ccccc2)cc1 | -1.4% | 0.0 | 56 | -1% | -3% | 0.3% | 19% | -0.7% | 16% | -5%
O=c1[nH]c(Cc2ccc(Cl)cc2)nc2ccccc12 | 1.5% | -1.2 | 61 | 3% | -5% | -0.1% | -11% | 1.0% | 6% | -4%
C=CCNc1oc(COc2ccc(C)cc2)nc1C#N | 1.5% | -5.1 | 62 | 2% | -20% | -0.1% | -6% | -2.8% | u | 1%
COC(=O)c1c(NC(=O)CC2SCC(C(=O)OC)NC2=O)sc2c1CCCC2 (configuration not stated) | 2.3% | 0.9 | 77 | 1% | -10% | 0.2% | 8% | -1.1% | 1% | 10% | NS5 inhibitors pilot replicate=0.3
O=C(Nc1ccc(N2CCOCC2)nc1)c1cccs1 | 6.9% | 0.4 | 55 | 4% | 2% | 0.2% | 7% | 0.1% | 16% | 2%
CC1CCCC(C)N1/N=C/c1ccc(Cl)cc1 (configuration not stated) | -1.3% | 0.4 | 49 | 1% | -4% | -0.1% | 2% | 1.4% | -1% | -8%
Cc1ccc(NC(=O)COc2ccc(/C(N)=N/O)cc2)cc1C | 0.5% | -0.4 | 72 | 0% | -5% | -0.1% | 8% | 1.4%[50 µM] | -9% | -12%
NS(=O)(=O)c1ccc(CCNC(=O)Nc2ccc(Cl)cc2)cc1 | -0.2% | 1.0 | 84 | 2% | 33% | 0.3% | 4% | -0.4% | -7% | 0%
COc1ccccc1NC(=O)CS(=O)(=O)c1cn(CC(=O)N2CCOCC2)c2ccccc12 | -0.5% | -0.1 | 62 | 0% | 2% | 0.1% | -5% | 0.8%[50 µM] | 8% | -6%
CCCCn1c(CN2CCOCC2)nc2c1c(=O)n(C)c(=O)n2C | -0.9% | -2.0 | 97 | -2% | -2% | 0.2% | -8% | -1.8% | -2% | -2%
CCOC(=O)C1=C(COC(=O)COc2ccc(C#N)cc2)NC(=O)NC1C (configuration not stated) | -0.8% | 1.3 | 68 | 1% | -4% | -0.1% | 11% | 1.1%[50 µM] | 4% | 5%
Cc1cccc(NC(=S)NNC(=O)CCn2cc(C)cn2)c1 | -2.4% | -3.0 | 40 | -2% | 13% | -0.1% | 6% | 0.1% | -46% | -6%
Cc1ccc(N(CC(=O)NC(C)C)C(=O)CCC(=O)Nc2nccs2)c(C)c1 | -1.0% | -0.4 | 100 | 18% | 9% | 0.0% | 3% | 0.0% | 16% | -5%

2 records drawn at random from those above:
SMILES | HIV fusion peptide | NTR1 ag | NTR1 ag cell count 20 µM | SIAH1 antagonists | GPR35 arrestin U2OS | GPR55 activation | GPR55 antagonists | UTI89 phage lysis | AID2073 | NS5 inhibitors | others
COc1ccc(Cc2nc3ccc(C(=O)NCc4cc(C)no4)cc3o2)cc1OC | -1.1% | 1.5 | 54 | 12% | -2% | 0.4% | -6% | 1.1%[50 µM] | 10% | -5%
Cc1ccc(NC(=O)COc2ccc(/C(N)=N/O)cc2)cc1C | 0.5% | -0.4 | 72 | 0% | -5% | -0.1% | 8% | 1.4%[50 µM] | -9% | -12%

The listing continues:
SMILES | HIV fusion peptide | NTR1 ag | NTR1 ag cell count 20 µM | SIAH1 antagonists | GPR35 arrestin U2OS | GPR55 activation | GPR55 antagonists | UTI89 phage lysis | AID2073 | NS5 inhibitors | others
COC(=O)c1c(C)n(-c2ccc(C)cc2)c2ccc(O)cc12 | 8.4% | 8.8 | 59 | 0% | 8% | -0.1% | 19% | 5.1% | -1% | -2%
Clc1ccc(-c2noc(CSc3nnc(Cc4cccs4)n3-c3ccccc3)n2)cc1 | -3.5% | 14 | 86 | 0% | -24% | -0.2% | 2.7µM* | 0.0% | 5% | -2%
O=C1N(c2ccc3c(c2)OCCO3)C(c2ccccc2)C1(F)F (configuration not stated) | -1.0% | 0.3 | 46 | 5% | -4% | -0.3% | 21% | 0.2% | -1% | -6%
C/C(=N\NC(=O)c1cccc(C)c1)c1ccc(N2CCOCC2)cc1 | -2.6% | 0.2 | 54 | 2% | -7% | 0.0% | 4% | 1.6% | 26% | 6%
O=C1Nc2cc(C(=O)N3CCc4ccccc4C3)ccc2S/C1=C\c1ccccc1 | 0.0% | 4.4 | 40 | -1% | -25% | -0.3% | 1% | 4.2% | 16% | -5%
O=C(c1cccc(S(=O)(=O)N2CCOCC2)c1)N(CCO)Cc1ccccc1 | -0.3% | -2.3 | 45 | -2% | 12% | -0.1% | 6% | 4.1% | 0% | -7%
COCCn1c(=NC(=O)/C=C/c2ccccc2)sc2cc(NC(C)=O)ccc21 | -1.0% | -0.6 | 52 | 0% | -16% | 0.1% | 1% | 0.8% | 42% | 1%
Cn1cc(S(=O)(=O)N2CCC3(CC2)OCCO3)c(=O)n(C)c1=O | -0.5% | -0.3 | 73 | -5% | -2% | -0.1% | 1% | 1.0% | 11% | -1%
CC1CCCN(CC(=O)Nc2cc(Cl)ccc2Oc2ccccc2)C1 (configuration not stated) | 0.9% | 6.7 | 64 | 4% | 19% | -0.3% | -7% | 0.1% | 9% | 3%
COC(c1ccccc1)c1nnc(CCC(=O)N2CCN(C3CCCC3)CC2)o1 (configuration not stated) | 0.9% | -0.6 | 93 | 2% | -10% | 0.2% | 5% | 0.7%[50 µM] | -5% | -7%
NC(=O)COc1ccccc1C(=O)NC12CC3CC(CC(C3)C1)C2 | 0.4% | -0.7 | 60 | 0% | 12% | -0.1% | -6% | 0.4% | 0% | -3%
O=C1CCCN2N=C(SCC(=O)Nc3cccc(C(F)(F)F)c3)SC2=N1 | -0.2% | 0.2 | 44 | 0% | -11% | x | -8% | 0.0% | 2% | 0%
CCOc1ccc(C(=O)NC2CCN(C(=O)NCc3ccccc3)CC2)cc1 | 0.0% | -1.3 | 83 | 2% | 12% | 0.7% | -2% | 0.7% | 19% | -3%
CC(=O)N1c2ccc(S(=O)(=O)N(C)c3cc(C)ccc3C)cc2CC1C (configuration not stated) | 1.8% | -1.1 | 94 | -1% | -10% | 0.0% | -9% | 0.0% | -6% | -10%
CCCOC(=O)c1ccc(Oc2c(-c3ccc(OCC)cc3O)n[nH]c2C)cc1 | -1.8% | 16 | 32 | -4% | -7% | 0.3% | -15% | 1.6%[50 µM] | 12% | -4%
Cc1onc(-c2ccccc2Cl)c1C(=O)Nc1c(C)n(C)n(-c2ccccc2)c1=O | 16% | -0.5 | 63 | -4% | 10% | 0.2% | 10% | 1.7% | 7% | -1%
Cc1cc(N2C(=O)C3C4C=CC(C4)C3C2=O)ccc1NC(=O)c1cccs1 (configuration not stated) | 2.2% | -0.9 | 48 | 13% | -1% | -0.2% | 1% | 3.5% | 7% | 1%
Cn1c(SCc2ccccc2[N+](=O)[O-])nnc1-c1cccnc1 | 0.1% | 0.0 | 57 | 1% | -3% | 0.7% | -7% | 0.4% | 12% | -4%
O=C(NCC1CCCO1)c1csc2c1CCCCC2 (configuration not stated) | -1.9% | 0.3 | 46 | 0% | -2% | -0.3% | 10% | 0.4% | 5% | -5%
COc1cc(CNCc2ccc(OC)c(OC)c2OC)cc(OC)c1 | 0.3% | -0.2 | 96 | 6% | 13% | 0.3% | 3% | -0.8% | 3% | 2%
CCn1ccc(C(=O)NCc2ccc3c(c2)OCO3)n1 | 2.6% | 0.7 | 41 | 10% | -2% | 0.6% | 18% | 2.0%[50 µM] | 0% | 3%
